# Screening data from PubChem BioAssay.
# FadD28 FP inh – blocks FadD28 binding to the bisubstrate probe. inhibition, % at 12.5 µM. 360,000 compounds, 0.22% hits. fluorescence polarization; in the data active = inhibition above about 8.5%, passing the limit was not always enough; inconclusive = no clear call, values can overlap the other calls
# Mtb UGM inh – blocks M. tuberculosis UGM enzyme. P9WIQ1. purified UGM, fluorescence polarization probe displacement. inhibition, % at 10 µM. 320,000 compounds, 0.06% hits. AID 504406; in the data active = inhibition above about 10%, passing the limit was not always enough; inconclusive = no clear call, values can overlap the other calls
# Target sequence (P9WIQ1 whole entry, looked up): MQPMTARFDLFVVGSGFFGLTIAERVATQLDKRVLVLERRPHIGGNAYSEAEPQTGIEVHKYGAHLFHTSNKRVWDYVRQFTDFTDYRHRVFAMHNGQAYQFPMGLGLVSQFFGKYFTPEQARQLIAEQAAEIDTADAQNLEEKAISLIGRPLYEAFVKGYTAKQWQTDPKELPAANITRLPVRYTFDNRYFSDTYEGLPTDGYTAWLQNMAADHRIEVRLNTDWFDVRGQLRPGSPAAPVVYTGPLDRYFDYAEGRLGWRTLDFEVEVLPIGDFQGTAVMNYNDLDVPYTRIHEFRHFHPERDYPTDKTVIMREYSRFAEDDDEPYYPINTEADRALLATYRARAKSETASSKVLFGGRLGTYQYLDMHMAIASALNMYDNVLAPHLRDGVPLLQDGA
# FBA Mtb inh – inhibits M. tuberculosis FBA enzyme; purified M. tuberculosis FBA, fluorescence read-out; inhibition, % at 1 µM; 360,000 compounds, 2.3% hits; AID 588726; in the data active = inhibition above about 27%;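 note: 0% = vehicle and 100% = reference inhibitor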
# Target sequence (P9WQA3 whole entry, looked up): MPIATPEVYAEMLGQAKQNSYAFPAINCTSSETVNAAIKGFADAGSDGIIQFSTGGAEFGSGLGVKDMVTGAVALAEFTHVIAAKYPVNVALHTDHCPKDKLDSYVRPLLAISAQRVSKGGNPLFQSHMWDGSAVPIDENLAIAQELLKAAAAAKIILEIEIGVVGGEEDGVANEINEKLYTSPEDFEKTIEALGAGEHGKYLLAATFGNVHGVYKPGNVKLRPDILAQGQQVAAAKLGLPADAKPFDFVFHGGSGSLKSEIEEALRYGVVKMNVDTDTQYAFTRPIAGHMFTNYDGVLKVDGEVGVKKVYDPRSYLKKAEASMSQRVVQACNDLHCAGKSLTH
# Rv3671c inh – Rv3671c (M. tuberculosis) protease inhibition | P9WHR9 | inhibition, % at 5.96 µM | 320,000 compounds, 0.048% hits; in the data active = inhibition above about 38%;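 note: extracellular domain of Rv3671c used as enzyme; 0% = enzyme with DMSO and 100% = no enzyme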
# MazEF act – activators of E. coli MazEF toxin-antitoxin RNase. P0AE70. FAM/BHQ RNA-DNA oligo cleavage fluorescence, 5 h. activation, % at 20 µM. 350,000 compounds, 0.32% hits. AID 504720; in the data active = activation above about 50%
# Target sequence (P0AE70 whole entry, looked up): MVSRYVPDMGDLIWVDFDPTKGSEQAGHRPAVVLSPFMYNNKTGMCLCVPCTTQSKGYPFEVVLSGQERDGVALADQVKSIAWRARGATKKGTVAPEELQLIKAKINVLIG
# BoNT-F LC inh – BoNT F light chain protease inhibition; inhibition, % at 10 µM; 360,000 compounds, 0.22% hits; AID 588497; Multiplex microsphere protease cleavage assay, flow cytometry; in the data active = inhibition above about 35%, passing the limit was not always enough; inconclusive = no clear call, values can overlap the other calls; note: plate controls were buffer without enzyme for full effect and enzyme alone for no effect
# CCHF vOTU inh – blocks the CCHF virus ovarian tumor domain protease | 370,000 compounds, 0.55% hits | CCHFV vOTU protease, Pep-AMC fluorescence | inhibition, % at 11.5 µM; note: 0% = vehicle wells with enzyme and 100% = no enzyme wells
# Mtb BioA inh – inhibitors of Mycobacterium tuberculosis BioA enzyme; purified M. tuberculosis BioA enzyme, plate reader; inhibition, % at 9.99 µM; 360,000 compounds, 0.096% hits; in the data active = inhibition above about 40%; inconclusive = no clear call, values can overlap the other calls
# VHR inh abs – DUSP3 (human) phosphatase inhibition | recombinant VHR phosphatase, pNPP absorbance | inhibition, % at 13.3 µM | 290,000 compounds, 0.52% hits | AID 1654; in the data active = inhibition above about 50%; note: some compounds called inactive have numbers as strong as hits
# Target sequence (P51452 whole entry, looked up): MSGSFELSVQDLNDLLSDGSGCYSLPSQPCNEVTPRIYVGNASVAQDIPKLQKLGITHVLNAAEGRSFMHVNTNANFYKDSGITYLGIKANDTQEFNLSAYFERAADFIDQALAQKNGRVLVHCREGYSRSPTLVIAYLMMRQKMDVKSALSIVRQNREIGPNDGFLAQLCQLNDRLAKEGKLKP
# GDH-TPI counter – inhibits GDH-TPI coupling enzymes, artifact for Mtb FBA screen | inhibition, % at 4.8 µM | GDH-TPI coupled enzyme counterscreen, NADH absorbance | 360,000 compounds, 1.2% hits;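 note: 0% = DMSO wells and 100% = wells lacking the enzyme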
# Numbers without * were called inactive; ? = inconclusive; nt = no result given; + = active, no number. Cut-off read from the data, not from the text of the source, unless noted: active = inhibition above about 30%; inactive = the rest.
canonical_smiles	VHR inh abs	MazEF act	CCHF vOTU inh	Mtb UGM inh	FadD28 FP inh	Mtb BioA inh	FBA Mtb inh	Rv3671c inh	GDH-TPI counter	BoNT-F LC inh
CC1(C)CC(=O)c2sc(NC(=O)CN3CCOCC3)nc2C1	-8	5	9	2.2	1.5	-1.9	6	2	15	-38
COc1ccccc1CNc1nc(NCc2cnc(C)cn2)c2sccc2n1	nt	nt	3	nt	-1.2	-0.1	4	nt	6	4
CCc1ccc(S(=O)(=O)Nc2ccc(-c3nc4cccnc4s3)cc2)s1	28	9	-270	-2.3	-2.3	-3.4	+	-7	45*	-6
CN1CCCN(C(=O)c2ccc(Cl)c(S(=O)(=O)N(C)c3ccccc3)c2)CC1	-28	0	-8	-2.0	-2.6	1.2	-2	0	-6	-14
CC(=O)Nc1cc(-c2nc3ccccc3o2)ccc1Cl	-7	7	-5	2.1	-0.5	-1.0	14	nt	2	28
COc1ccc(C(=O)/C(=C\N(C)C)n2nc(C)cc2C)cc1	5	0	-4	-3.6	-0.8	nt	-3	0	11	-2
COc1ccc(F)cc1S(=O)(=O)N1CCCCC1	7	6	-10	2.2	-3.9	nt	-1	7	3	-10
O=C1[C@H]2[C@@H](c3ccc(Cl)cc3)N3C(=O)N(c4cccc(F)c4)C(=O)[C@@]3(Cc3ccc(Cl)cc3)[C@H]2C(=O)N1C1CCCCC1	13	-5	nt	1.4	1.1	-1.0	-2	-11	4	1
CC1CCC2(CC1)NC(=O)N(CC(=O)Nc1nc(-c3ccc(F)cc3)cs1)C2=O (configuration not stated)	-19	-6	1	1.9	-0.3	-2.6	0	8	5	0
O=[N+]([O-])c1ccc(N2CCOCC2)cc1NCc1ccccc1	38	0	12	0.0	-3.1	4.7	-7	4	13	-1
COc1ccc(CCN2CC(C(=O)O)CC2=O)cc1 (configuration not stated)	-1	-23	-6	-1.3	-1.4	nt	-1	5	11	0
Cc1cc(C)cc(SCc2noc(C(=O)NCc3ccccc3)c2C(=O)NCc2ccccc2)c1	19	-3	-6	-2.8	0.9	-3.4	2	0	-5	-3
O=C(Nc1ccc(F)cc1)c1cnccn1	nt	0	-2	nt	1.2	4.8	-3	nt	6	-9
CCCc1cc(=O)n2[nH]c(-c3ccc(OC)cc3)nc2n1	0	6	-9	-1.8	-3.4	1.3	11	-12	1	-1
O=C(c1ccco1)N1CCN(c2nc3ccsc3c(=O)s2)CC1	19	-3	-9	1.3	-3.5	9.7	3	4	9	-7

# Whole records as entered above. Screens in order: VHR inh abs, MazEF act, CCHF vOTU inh, Mtb UGM inh, FadD28 FP inh, Mtb BioA inh, FBA Mtb inh, Rv3671c inh, GDH-TPI counter, BoNT-F LC inh
# `CC(=O)Nc1cc(-c2nc3ccccc3o2)ccc1Cl` in the list: -7, 7, -5, 2.1, -0.5, -1.0, 14, nt, 2, 28
# `CC1(C)CC(=O)c2sc(NC(=O)CN3CCOCC3)nc2C1` in the list: -8, 5, 9, 2.2, 1.5, -1.9, 6, 2, 15, -38

# Carrying on.
canonical_smiles	VHR inh abs	MazEF act	CCHF vOTU inh	Mtb UGM inh	FadD28 FP inh	Mtb BioA inh	FBA Mtb inh	Rv3671c inh	GDH-TPI counter	BoNT-F LC inh
Cc1c(C(=O)N2CCN(c3ccccc3)CC2)oc2c1C(=O)CC(C)(C)C2	20	-8	2	-2.2	-1.9	-1.6	1	-5	0	22
CCOC(=O)N1CCN(C(=O)CCn2c(=O)[nH]c3ccsc3c2=O)CC1	18	-3	3	-0.3	-0.4	-1.4	-2	-7	9	-8
CN(C)CCCNC(=O)/C(=N\O)c1ccccc1	6	-8	7	3.1	0.4	-0.7	-1	-8	7	-11
CCOc1ccc(-c2ccc(SCc3ccccn3)nn2)cc1	19	-2	-6	-1.1	0.5	nt	1	7	-2	-5
Cc1ccc(C)c(/C(O)=C2\C(=O)C(=O)N(CCCN3CCOCC3)C2c2cccnc2)c1 (configuration not stated)	16	1	46*	nt	-2.4	nt	-3	nt	53*	2
COc1ccc(Oc2nccc(-c3ccc(F)cc3)c2C#N)cc1	16	1	10	-0.1	-2.7	0.2	5	-9	-9	-1
CC1CN(CCCCSc2ccc(Cl)cc2)CC(C)O1 (configuration not stated)	22	-8	28	-2.3	0.7	-2.1	3	-2	4	-8
C[C@H]1NC(=O)[C@@]2(C)[C@H](c3ccccc3)[C@H]3COc4ccccc4[C@@H]3N2C1=O	nt	0	-7	0.5	-4.5	1.7	0	-3	-9	3
Cc1cc(C)c(C(=O)c2cccs2)c(C)c1	nt	-4	1	nt	0.2	-3.5	4	nt	14	9
CCC(Sc1nccn1C)C(=O)Nc1nnc(C)s1 (configuration not stated)	25	-3	-1	3.8	-0.1	-0.7	0	-5	7	-7
O=C(Cc1ccc(S(=O)(=O)N2CCOCC2)s1)Nc1cc(C(F)(F)F)ccc1N1CCCC1	nt	-5	13	0.5	-3.0	0.4	0	-6	11	nt
CCCCOc1ccc2c(C)cc(=O)oc2c1OCCCC	12	6	21	1.3	-3.5	nt	5	-6	19	0
C#CC(C)(CC)NC(=O)c1cc2cccc(CC=C)c2oc1=O (configuration not stated)	9	-6	-2	1.8	-4.3	0.3	6	-7	1	-1
CCc1ccccc1NC(=O)N[C@@H](C)C(=O)O	17	-2	-10	1.4	-2.6	-1.8	3	4	-10	-1
Cc1ccc(C(=O)C2CCN(C(=O)c3ccc(C)cc3)CC2)cc1	11	1	16	1.0	-1.2	0.9	2	3	4	7
CN(Cc1ccccc1)C(=O)c1ccccc1C(=O)O	0	6	-10	0.4	-3.6	-1.6	0	-8	5	-1
Cc1c(NC(=O)COc2ccc3ccccc3c2)c(=O)n(-c2ccccc2)n1C	16	-8	-13	2.3	nt	nt	nt	-7	nt	nt
O=C(Nc1ccc2oc(=O)ccc2c1)c1cc2ccccc2o1	-5	-10	10	-4.1	-5.8	1.3	10	-28	-1	2
Cc1nn(C)cc1CN(C)Cc1c(C(=O)N(C)Cc2ccccc2)nc2ccccn12	6	6	3	0.0	0.5	-3.6	2	-2	2	-9
Fc1ccc(NCc2ccccc2F)cc1Cl	-1	2	7	0.7	-2.3	-0.7	-2	2	-2	-18
COc1cc(CNc2ccc(N3CCCC3)cc2)ccc1OCc1ccccc1	10	8	4	-1.0	-3.0	nt	1	-13	12	-61
C=CCC1CCCC(=O)N2CCCC12 (configuration not stated)	nt	4	7	nt	-2.5	1.4	-2	nt	5	3
Cc1ccc(CNC(=O)c2ccc(NC3=NC4CS(=O)(=O)CC4S3)cc2)cc1 (configuration not stated)	13	4	1	-1.6	-0.5	-0.7	0	-4	-4	-3
CN(C)S(=O)(=O)c1cccc(NC(=O)COC(=O)CCC(=O)c2ccc(F)cc2)c1	2	-7	-7	3.2	-1.1	-1.9	0	1	2	-7
Cc1cc(NC(=O)c2ccc(Cl)cc2)n(CCC#N)n1	7	-6	6	-0.5	-3.4	-1.0	1	1	-1	10
Cc1cccc(C(=O)N/N=C/c2coc3ccccc3c2=O)c1	14	2	10	1.4	-4.2	-0.3	-3	5	7	1
CN1CCN(S(=O)(=O)c2cccc(C(=O)Nc3cc(Cl)ccc3N3CCOCC3)c2)CC1	nt	4	1	0.8	-2.7	-0.4	-3	0	6	-35
COc1cccc2[nH]c(C(=O)NN)c(N)c12	8	3	0	0.9	-4.1	nt	6	-2	14	-34
O=C(COC(=O)Cc1ccc(Br)cc1)NC1CC1	nt	6	4	1.0	-3.7	6.9	-1	-2	-9	-9
COc1cc(C(C[N+](=O)[O-])c2c(C)[nH]c3ccccc23)cc(OC)c1OC (configuration not stated)	-5	2	-3	1.8	-0.2	-0.1	0	-8	15	-3
O=C(/C=C\c1ccc(-c2ccccc2)o1)c1ccccc1	15	2	-9	-0.9	-2.4	nt	3	-4	11	21
COc1cc(/C=C\C(=O)O)cc(S(=O)(=O)N2CCCCCC2)c1OC	13	2	-4	nt	-4.4	0.0	1	nt	-3	-7
Cc1cccc(C)c1-n1c(C)cc(/C=N/NC(=O)c2ccncc2)c1C	14	-3	9	0.7	1.9	-0.2	2	8	20	2
Cc1ccc(C(=O)Oc2ccccc2C(=O)N2CCOCC2)cc1	-1	-2	-14	-0.2	-2.2	-5.7	3	-1	12	-10
C/C(=C1/SC(N2CCCC2)=NC1=O)c1ccc(Br)cc1	2	-1	14	0.4	-4.9	nt	-3	5	16	-12
O=C1CN(C(=O)c2ccccc2Cl)c2ccccc2N1	31	5	19	-0.4	0.4	-1.1	-2	4	-3	44*
COc1ccc(-c2nc(C#N)c(NCCCN(C)C)o2)cc1OC	-6	-2	-75	2.7	-4.0	0.4	+	3	12	1
C/C(=N\NC(N)=O)c1cc(Cl)cc(Cl)c1O	-4	11	2	1.7	-5.4	2.1	5	3	-3	33
CC12CC3(C)CC(C)(C1)CC(C(=O)NCC(=O)O)(C2)C3	38	7	-7	1.8	0.1	nt	-1	0	-3	6
CSCCC(=O)N1CCC(n2nccc2NC(=O)CCc2ccccc2)CC1	-2	3	8	1.9	-4.0	0.0	0	nt	-2	3
CCOC(=O)CC(=O)Nc1ccsc1C(N)=O	19	2	9	3.3	0.1	nt	2	0	9	-4
CCOC(=O)C1=C(C)Nc2nnnn2C1c1c[nH]c2ccccc12 (configuration not stated)	23	nt	-2	0.7	nt	nt	nt	3	nt	nt
O=C(c1cccs1)N1CCN(c2nnc(-c3ccccc3)c3ccccc23)CC1	30	1	-3	-0.9	-1.9	nt	-5	7	4	-2
O=C(NCCNC(=O)c1cccnc1)c1ccc(Br)cc1	28	5	5	0.7	0.0	0.3	4	4	3	0
CSCCC(NC(=O)c1ccccc1Br)C(=O)N1CCCCCCC1 (configuration not stated)	nt	2	13	-2.6	-2.0	1.7	-3	-3	8	4
N#CCSc1n[nH]c2nc3c(c(=O)n12)C1(CCCC1)Cc1ccccc1-3	-5	9	-34	-0.9	0.1	0.1	66*	-1	-6	1
COc1ccc(CN2C(=O)C(CC(=O)NCc3ccco3)CC(C(=O)N3CCOCC3)=C2C)cc1 (configuration not stated)	nt	2	22	nt	-2.8	1.6	2	nt	3	2
COc1ccc(/C=C/C(=O)OCC(=O)N2c3ccccc3CC2C)cc1 (configuration not stated)	nt	-1	-4	nt	-5.2	-0.6	-1	nt	8	-7
CCOC(=O)c1cnc2c(C(=O)OC)cccc2c1NCc1cccnc1	-22	-3	-1	-0.9	-0.4	nt	9	-1	4	-2
COc1cccc(-c2cnc3c(NC=O)cc(-c4cc(C)c(O)c(C)c4)cn23)c1	nt	nt	7	nt	0.0	-0.1	2	nt	4	-1
CN(Cc1ccccc1)S(=O)(=O)c1ccc(Cl)c(C(=O)NCCCN2CCCC2=O)c1	nt	3	7	nt	-3.9	1.7	2	nt	-1	?
CN(C)c1ccc(/C=N/NC(=O)CNC(=O)c2ccncc2)cc1	14	3	-6	0.2	-1.6	-0.6	5	4	33*	3
O=C1CCCc2c1nc(-c1ccc(F)cc1)n2O	9	3	-4	1.5	-0.4	nt	11	-4	3	-3
O=C(c1ccccc1)N1CCN(C(=O)c2ccccc2)C1c1ccccc1	26	-4	5	3.4	-2.1	1.1	-2	-2	-2	7
CCN(CC)C(=O)CSc1nnc(-c2ccc(F)cc2)n1N	2	13	9	-2.3	-3.8	-1.6	-1	1	0	3
CC(=O)Nc1ccc(NC(=O)CN(C)S(=O)(=O)c2ccc3nc(C)sc3c2)cc1	19	10	-7	-2.6	-0.9	nt	0	3	-3	-7
CCOC(=O)C1CCN(Cc2ccc(F)cc2F)CC1	-10	-1	-10	0.1	-3.4	-1.8	0	-2	-5	-8
COc1ccc(-c2noc(CSc3nc(-c4ccccc4)cc(=O)[nH]3)n2)cc1	47	-21	nt	-0.2	-0.4	-4.1	2	-13	-1	-7
CC1(c2ccco2)NC(=O)NC1=O (configuration not stated)	13	6	12	0.1	-3.1	-1.0	1	2	4	?
Cc1nc2ccccc2n1/N=C/c1cccnc1	-11	-7	2	0.0	-2.4	24	-3	1	3	-3

# Rows are unselected; overall some 4.9% were active at least once.
